Peg3 prom inh: reduces Peg3 promoter-driven luciferase expression in HeLa. HeLa PEG-Prom luciferase reporter, luminescence, overnight. inhibition, % at 20 µM. actives 1.7% (n = 360,000). AID 588405;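 active = inhibition of at least 50% at 20 µM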
LMP1 NFkB inh: inhibitors of Epstein-Barr LMP1-induced NF-kappaB reporter; LMP1-induced NF-kappaB luciferase reporter cells, luminescence; inhibition, % at 12.5 µM; actives 0.69% (n = 350,000); AID 504558; in the data active = inhibition above about 41%;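 note: 0% = neutral control wells and 100% = reference inhibitor control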
CF NFkB block: blocks PAF-induced NF-kB reporter in cystic fibrosis cells. AID 588850. KKLEB NF-kB-GFP reporter, GFP fluorescence overnight. actives 0.86% (n = 360,000). inhibition, % at 5 µM;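 active = at least 50% inhibition at 5 µM, scaled per plate between neutral and stimulator controls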;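 note: PAF is a Pseudomonas aeruginosa culture filtrate used as stimulus; plate controls were PAF-stimulated DMSO wells for no effect and unstimulated DMSO wells for full effect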
TRAIL sens C8: caspase-8 TRAIL sensitization | NB7+C8 cells + TRAIL, ATPlite viability luminescence | actives 1% (n = 360,000) | inhibition (viability loss, TRAIL sensitization), % at 10 µM;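 active = compounds causing at least 50% loss of cell viability in the single-dose screen, relative to plate controls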
NR2E3 ag-1: agonists of human NR2E3 nuclear receptor. actives 0.35% (n = 360,000). AID 602229. inhibition of corepressor binding, % at 3.98 µM. Q9Y5X4. CHO-S Gal4-NCOR/VP16-NR2E3 two-hybrid, luciferase;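 active = inhibition above the mean of all tested compounds plus 3 SD, cut at about 70% in these data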;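 note: 0% = DMSO with NR2E3 transfected cells and 100% = cells lacking NR2E3 construct; higher means lower luciferase signal from less NR2E3 corepressor binding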
Target sequence (Q9Y5X4 whole entry, looked up, the tested form may be a part): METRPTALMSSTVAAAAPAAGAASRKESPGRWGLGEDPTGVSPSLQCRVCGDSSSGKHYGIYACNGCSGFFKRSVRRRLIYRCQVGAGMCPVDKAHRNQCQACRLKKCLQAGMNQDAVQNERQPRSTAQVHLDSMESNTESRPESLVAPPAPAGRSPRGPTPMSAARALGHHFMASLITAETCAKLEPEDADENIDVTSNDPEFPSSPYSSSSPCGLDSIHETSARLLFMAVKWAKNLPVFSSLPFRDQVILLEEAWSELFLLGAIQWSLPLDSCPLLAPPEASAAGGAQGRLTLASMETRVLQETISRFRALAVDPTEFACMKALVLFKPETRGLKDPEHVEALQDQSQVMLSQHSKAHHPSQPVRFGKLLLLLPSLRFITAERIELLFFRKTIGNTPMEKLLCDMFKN
Shn3 3UTR inh: inhibitors of Schnurri-3 3'UTR reporter in osteoblasts; inhibition, % at 12.5 µM; actives 0.52% (n = 360,000); Clone20 osteoblast Shn3 3'UTR firefly luciferase, 24 h;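 active = mean inhibition of at least 75% with every replicate also reaching 75%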;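 note: 0% = median of neutral control wells and 100% = pilot-screen positive control compound; some compounds past the cut are filed as inactive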
KKLEB tox: CF airway cell cytotoxicity counter-screen | KKLEB CF airway cells viability, ATPlite luminescence, overnight; stronger effect = lower value; cells stimulated with P. aeruginosa culture filtrate | activity change (cytotoxicity), % at 5 µM | actives 0.36% (n = 360,000) | AID 602141;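 active = corrected activity change at or below -50% at 5 µM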
NR2E3 ag-2: NR2E3 (human) agonism; inhibition of corepressor binding, % at 4.78 µM; actives 0.12% (n = 320,000); AID 2300; Q9Y5X4; GST-NR2E3/biotin-RetCOR TR-FRET, 1536-well;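 active = percent inhibition above the cutoff of mean plus 3 SD of all tested compounds, set per screening campaign, cut at about 20% in these data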;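 note: 0% = DMSO wells and 100% = biotin wells as full block of FRET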
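Material: NR2E3–RetCOR corepressor complex / Incubation: Compound–protein incubation for 5 h at 4 °C / Dosing: compound at 4.8 µM, single dose / Detection: time-resolved FRET / Benchmarks: high control biotin, low control 0.6% DMSO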
HIF-2a inh: inhibitors of HIF-2a; inhibition, % at 18.8 µM; actives 0.72% (n = 360,000); 786-0 RCC cells HIF-2a reporter, luciferase luminescence, overnight; AID 624352;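 active = inhibition of the luminescence signal of 40% or more relative to plate controls, in a single-dose primary screen at 18.75 µM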
MITF TRPM1 inh: inhibitors of MITF-driven TRPM1 promoter in melanoma cells | inhibition, % at 12.5 µM | actives 0.83% (n = 330,000) | SK-MEL-5 TRPM1 promoter luciferase, 24 h | AID 488899;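 active = mean inhibition across replicates of 60% or more, whatever share of single replicates reaches that level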; note: values of inactives mirror those of a sister screen read the other way
hiPSC survival: enhancers of human iPSC single-cell survival | hiPSC single-cell survival, ATPlite luminescence; 100% = ROCK inhibitor wells, 0% = DMSO | AID 602274 | actives 0.044% (n = 360,000) | survival enhancement, % at 20 µM; in the data active = survival enhancement above about 18%;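 note: cells exposed to compounds for 16 hours before the ATP read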
Active calls of the source: *; x = not tested or not shown.

structure | Peg3 prom inh | LMP1 NFkB inh | CF NFkB block | TRAIL sens C8 | NR2E3 ag-1 | Shn3 3UTR inh | KKLEB tox | NR2E3 ag-2 | HIF-2a inh | MITF TRPM1 inh | hiPSC survival
Cc1nn(CC(=O)NC(C)c2ccccc2)c(C)c1[N+](=O)[O-] (configuration not stated) | 3 | 0 | 14 | -1 | 11 | 39 | -18 | -3 | 14 | -10 | -0.5
COc1cccc(CNC(=O)c2ccc(NC(=O)C3=CSCCO3)cc2)c1 | -146 | -8 | 7 | -4 | -9 | -34 | 9 | 2 | -134 | -62 | -0.3
O=C(Cc1ccc(Cl)cc1)NC1CCCN(Cc2ccccc2F)C1 (configuration not stated) | 18 | 3 | 6 | 1 | -2 | 2 | -4 | -2 | 8 | 0 | 2.1
CC1CCN(S(=O)(=O)c2cccc(C(=O)NC3CCCCC3)c2)CC1 | 7 | -3 | 5 | -13 | 22 | 12 | -5 | 1 | 5 | 1 | -0.4
CCOC(=O)C1=C(C)NC(=O)NC1c1ccc(N(C)C)cc1 (configuration not stated) | 11 | -1 | 12 | -14 | -26 | 11 | -7 | x | 9 | 10 | 0.3
CCc1cccc(NS(=O)(=O)c2c(C)[nH]c(=O)[nH]c2=O)c1 | -10 | -1 | -9 | -8 | -5 | -4 | -5 | x | 10 | -1 | 0.6
COc1cccc(N2C(=O)[C@H]3C(C(=O)c4cnccn4)=NN[C@H]3C2=O)c1 | 12 | x | -4 | -7 | -2 | -15 | -4 | 7 | 13 | x | -0.7
COc1cccc(NC(=O)CC2(CC(=O)O)CCCC2)c1 | -5 | -2 | -6 | 2 | -22 | 6 | 11 | -3 | 25 | -14 | -1.6
O=C(O)CCCC(=O)NCc1c(Cl)cccc1Sc1ccc(Cl)cc1 | 12 | 11 | -3 | -17 | -34 | x | -5 | -2 | 19 | -4 | -0.1
CC(C)N(CC#CCC(O)(c1ccccc1)c1ccccc1)C(C)C | 14 | -5 | 4 | 16 | 4 | 8 | -11 | -2 | 9 | 2 | 2.9
CCOc1ccc(CCNS(=O)(=O)c2ccc3c(c2)oc(=O)n3C)cc1OCC | -3 | 4 | -5 | -22 | -6 | -19 | -6 | 2 | 9 | 12 | -0.1
O=C(C[n+]1cc(Br)cc2ccccc21)c1ccc(Br)cc1 | 29 | -16 | 5 | 9 | -47 | 4 | -15 | 0 | 25 | 0 | 0.3
CSCCC(NC(=O)c1ccccc1Br)C(=O)NCC(C)(C)N1CCOCC1 (configuration not stated) | 7 | 4 | -10 | -2 | 0 | 14 | 4 | -1 | 10 | 1 | -0.4
CC1(C)Cc2c(c(-c3ccco3)nc3sc4c(NCC5CCCO5)ncnc4c23)CO1 (configuration not stated) | 25 | -12 | 30 | 16 | 3 | 19 | -34 | 0 | 9 | -10 | 2.2
CCNc1nc(NCC)n2c(SC(C(=O)Nc3cc(C)ccc3OC)c3ccccc3)nnc2n1 (configuration not stated) | 36 | 9 | 25 | 0 | -35 | 6 | -16 | -3 | 27 | 10 | -2.4
COc1ccc(C(=O)COC(=O)c2cccnc2Cl)c(OC)c1 | -272 | -32 | -5 | 1 | -41 | -87 | 8 | 0 | -59 | -65 | 1.2
O=C(NC1CCCCC1)c1ccc(S(=O)(=O)N2CCCC2)cc1 | 14 | 1 | 15 | 5 | -24 | -4 | -4 | -1 | -16 | 12 | 1.8
Cn1ccs/c1=N\S(=O)(=O)c1ccc(C(C)(C)C)cc1 | -5 | -23 | 27 | -5 | 1 | -11 | -15 | -1 | 11 | -7 | -0.7
Cc1ccc(-c2[nH]ncc2/C=N/n2c(COc3ccccc3C)nc3ccccc3c2=O)cc1 | 23 | -12 | -18 | 3 | 6 | 4 | -6 | 0 | -4 | -13 | 2.3
Cn1c(=O)c2c(ncn2CC(=O)Nc2ccccc2Sc2ccccc2)n(C)c1=O | 7 | -8 | 8 | -1 | -1 | 25 | 3 | 3 | -8 | 14 | 2.0
Cc1c(NC(=O)C2CCCCC2)cc(C(=O)N2CCOCC2)cc1[N+](=O)[O-] | 10 | 1 | -1 | -8 | -3 | -7 | 3 | 4 | 13 | 3 | 0.1
COc1cccc2c1OCC/C2=N\NC(=O)COc1ccc(C)cc1 | -28 | 6 | -11 | 20 | -4 | -11 | -7 | 0 | -35 | 7 | -1.5
COCCNC(=O)COc1ccc(Oc2ccccc2)cc1 | -15 | -6 | 2 | -12 | 3 | -23 | 9 | 1 | -26 | -5 | 0.0
CCN1CCCC(NC(=O)c2cc([N+](=O)[O-])ccc2OC)C1 (configuration not stated) | 9 | 6 | -13 | 1 | 46 | -2 | 7 | 1 | 16 | 9 | 0.0
Cc1cccc2[nH]c3c(=O)n(CCN4CCNCC4)cnc3c12 | 7 | 7 | 3 | 25 | 18 | -6 | -1 | -1 | 3 | 12 | -2.4
Cc1ccc(C(=O)N2CCN(c3ncccn3)CC2)cc1 | 1 | 2 | 8 | 0 | -7 | 5 | -8 | x | 10 | 3 | -0.4
O=C(CSc1ccc2ccccc2c1)Nc1ccc(S(=O)(=O)Nc2nccs2)cc1 | 8 | 2 | -3 | -12 | -11 | 0 | 1 | 2 | 1 | 3 | 0.9
CC(=O)c1cc(-c2ccccc2)n(CC(=O)N2CCCC2)c1C | 2 | 3 | 12 | -4 | -10 | 6 | 2 | 1 | 6 | 4 | 1.0
CC(=O)c1c(C)oc2ccc(N(C(C)=O)S(=O)(=O)c3ccc(Cl)c([N+](=O)[O-])c3)cc12 | 104* | 31 | 42 | 25 | 0 | -10 | -9 | 0 | 69* | 65* | 0.5
Cc1ccc(C(c2nnnn2CCc2ccccc2)N2CCC(C)CC2)cc1 (configuration not stated) | 19 | 3 | 13 | 5 | -19 | 30 | -10 | -1 | 8 | 9 | -1.1
CC1(C(O)(C#CC[N+]2(C)CCCCC2)c2ccccc2)CCCC1 (configuration not stated) | -1 | -12 | 14 | -6 | 5 | -6 | 4 | 2 | 2 | 3 | -2.0
COC(=O)c1ccc(COC(=O)CCNS(=O)(=O)c2ccc(C)c(C)c2)cc1 | 0 | -2 | 14 | -4 | -9 | -20 | -12 | x | 4 | -8 | -0.2

Next part.
Key to letters – A = Peg3 prom inh; B = LMP1 NFkB inh; C = CF NFkB block; D = TRAIL sens C8; E = NR2E3 ag-1; F = Shn3 3UTR inh; G = KKLEB tox; H = NR2E3 ag-2; I = HIF-2a inh; J = MITF TRPM1 inh; K = hiPSC survival
> CC(C)=CC(=O)N1CC[C@@H](N2CCN(c3ccccc3F)CC2)[C@H](O)C1
  A = -6; B = -25; C = -10; D = 2; E = 9; F = 15; G = 0; H = -2; I = 21; J = 0; K = -0.6

> OCc1ccccc1CNCc1ccccc1
  A = -5; B = 0; C = -6; D = 1; E = 7; F = 12; G = 4; H = 4; I = 10; J = -3; K = -0.5

> COc1ccc(C(C)=O)cc1COC(=O)Cc1n[nH]c(=O)c2ccccc12
  A = 26; B = -5; C = -23; D = -1; E = -3; F = -3; G = -9; H = -1; I = 14; J = -2; K = -1.3

> CCCS(=O)(=O)NC(=O)C1(C)CCN(C(=O)c2cc(F)ccc2C)C1 (configuration not stated)
  A = 10; B = x; C = 27; D = -3; E = 0; F = 10; G = -16; H = x; I = 18; J = x; K = 7.3

> Cc1[nH]nc(SCC(=O)NC(C)c2ccccc2)c1[N+](=O)[O-] (configuration not stated)
  A = 1; B = -7; C = 8; D = -3; E = -29; F = -6; G = -11; H = 2; I = -18; J = -8; K = -2.0

> CCC(C)NS(=O)(=O)c1ccc(NC(=O)c2ccc([N+](=O)[O-])cc2Cl)cc1 (configuration not stated)
  A = -8; B = -2; C = 6; D = -8; E = -26; F = 11; G = 2; H = 0; I = 19; J = -8; K = 2.9

> COc1cccc(CN(C)C(=O)C(Cc2ccccc2)NC(=O)c2ccccc2)c1OC (configuration not stated)
  A = 22; B = 4; C = 1; D = -4; E = -29; F = 8; G = 8; H = -3; I = 9; J = 2; K = -0.3

> COc1ccc(S(=O)(=O)N(C)C[C@H]2Oc3c(NC(=O)c4ccncc4)cccc3C(=O)N([C@H](C)CO)C[C@@H]2C)cc1
  A = 14; B = -5; C = -8; D = -27; E = -18; F = 6; G = -2; H = x; I = 8; J = -6; K = -1.4

> CC1CN(C2CCN(C(=O)COc3ccc(Cl)cc3)CC2)CC(C)O1 (configuration not stated)
  A = 9; B = -1; C = -3; D = -6; E = -32; F = -5; G = 2; H = 0; I = 29; J = 3; K = -0.6

> O=C(OCC(=O)N1CCN(c2ccccc2)CC1)c1ccc2ncsc2c1
  A = -11; B = -4; C = 6; D = 3; E = -14; F = -2; G = -4; H = 1; I = 16; J = 9; K = 13

> Clc1ccc(CN2CC[C@H]3C=CCc4cccc(c43)C2)cc1
  A = 29; B = 5; C = 15; D = 18; E = 12; F = 1; G = 6; H = -2; I = 7; J = -1; K = -0.1

> COc1cc(/C=N/NC(=O)c2cc(-c3cccc(Br)c3)nc3ccccc23)cc(OC)c1O
  A = 2; B = -2; C = -3; D = -3; E = 2; F = -6; G = -5; H = -4; I = 16; J = -3; K = 0.3

> COc1ccc(C(=O)NNC(=O)CCC(=O)Nc2cc(C)on2)cc1
  A = 12; B = -1; C = -15; D = -5; E = -7; F = 6; G = 3; H = 0; I = 12; J = 7; K = 2.2

> O=C(N[C@@H](Cc1ccccc1)c1nc2ccccc2[nH]1)c1cc([N+](=O)[O-])ccc1Cl
  A = 5; B = -6; C = -1; D = -3; E = 1; F = 0; G = 5; H = 5; I = 16; J = 10; K = 2.0

> CC(/C=N/NC(=O)c1ccccc1C)=C\c1ccccc1
  A = -155; B = x; C = 16; D = 14; E = -56; F = -23; G = -10; H = -3; I = -228; J = x; K = -0.6

> Cc1ccc(C)c(-n2nnnc2Sc2nc([N+](=O)[O-])nn2C)c1
  A = 13; B = -2; C = -6; D = 10; E = -4; F = -32; G = 8; H = -3; I = 12; J = 2; K = 1.5

> COc1cc(CC(=O)OCC(=O)NC2CC2)cc(OC)c1OC
  A = 21; B = 0; C = 14; D = 0; E = -22; F = -13; G = -4; H = 2; I = 8; J = 1; K = 5.0

> Cc1nn2c(C)c(C(=O)Nc3ccccc3)cnc2c1C#N
  A = 17; B = 4; C = -20; D = 9; E = 0; F = 3; G = 4; H = 0; I = -1; J = -8; K = 0.7

Compound activity from PubChem BioAssay.

A portion of the library; rates above refer to the full screens.
